Screens deposited in PubChem BioAssay by National Center for Advancing Translational Sciences (NCATS).
aSyn rescue: rescues yeast growth from alpha-synuclein toxicity; hit rate 0.14% among 370,000; Potency, µM (titrated, usually from 46.1 µM), inactives show top-dose growth rescue (activation), usual class: activators; AID 652106; Yeast expressing alpha-synuclein, growth rescue, BacTiter-Glo, 24 h; further: potency means the concentration at half of the fitted maximal effect; % of control where 0% means no effect; nearly all actives have a fitted effect of over 65% in size
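Screening used galactose-induced yeast with toxic alpha-synuclein levels, exposed to compound for 24 hr at 30 deg C. Cell growth, read with BacTiter-Glo luminescence, gave the measured signal.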
KB-V1 cytotox: kills drug-selected multidrug resistant KB-V1 cells; Potency, µM (highest dose often 46.1 µM), inactives show at the highest dose activity change, negative = cytotoxicity, actives largely listed as cytotoxic; hit rate 3.4% among 400,000; KB-V1 MDR cells viability, CellTiter-Glo, 72 h; further: potency means the concentration at half of the fitted maximal effect; on the % scale 0 is the no-effect control and ±100 the full control effect; nearly all actives have a fitted effect of over 60% in size
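In this primary screen, KB-V1 cells overexpressing P-gp are incubated with library compounds (lowest to highest concentration) for 72 h at 37 degrees C before a luminescent ATP viability read.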
DRD3 agonist: D3 dopamine receptor (human) agonism. hit rate 0.58% among 410,000. D3R DiscoveRx beta-arrestin cells, luminescence, 90 min. AID 652048. max activation, %. P35462; in the data active means max activation above about 30%; further: 0% is about no effect; mostly tested at two doses, the higher about 12 µM
Target sequence (P35462 whole entry, looked up): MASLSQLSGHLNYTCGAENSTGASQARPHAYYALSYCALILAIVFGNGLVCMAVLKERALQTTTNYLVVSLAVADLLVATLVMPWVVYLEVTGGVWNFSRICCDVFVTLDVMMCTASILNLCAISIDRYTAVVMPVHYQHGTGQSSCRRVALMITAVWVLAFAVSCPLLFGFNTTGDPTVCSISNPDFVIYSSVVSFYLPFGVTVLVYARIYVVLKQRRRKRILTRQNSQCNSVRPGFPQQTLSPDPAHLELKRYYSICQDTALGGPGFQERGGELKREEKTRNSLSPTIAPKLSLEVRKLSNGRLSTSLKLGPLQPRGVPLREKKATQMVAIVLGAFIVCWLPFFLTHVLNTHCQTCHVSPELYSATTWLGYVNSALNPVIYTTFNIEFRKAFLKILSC
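Agonist mode: compounds and dopamine controls were applied to plated cells for 90 min at 37 degrees C after an overnight attachment at 1500 cells/well. Luminescent read-out followed 30 - 60 minutes at room temperature with DiscoveRx detection reagent.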
GLP-1R inv ag: GLP-1 receptor (human) inverse agonism. P43220. HEK293 GLP-1R CRE-luciferase, luminescence, 24 h; GLP-1R form is constitutively active. Potency, µM (titrated, usually from 38.3 µM), inactives show at the highest dose activity change, negative = inhibition, usual class: inhibitors. hit rate 1.6% among 410,000. AID 624417; further: potency means the concentration at half of the fitted maximal effect; on the % scale 0 is the no-effect control and ±100 the full control effect; nearly all actives have a fitted effect of over 55% in size
Target sequence (P43220 whole entry, looked up): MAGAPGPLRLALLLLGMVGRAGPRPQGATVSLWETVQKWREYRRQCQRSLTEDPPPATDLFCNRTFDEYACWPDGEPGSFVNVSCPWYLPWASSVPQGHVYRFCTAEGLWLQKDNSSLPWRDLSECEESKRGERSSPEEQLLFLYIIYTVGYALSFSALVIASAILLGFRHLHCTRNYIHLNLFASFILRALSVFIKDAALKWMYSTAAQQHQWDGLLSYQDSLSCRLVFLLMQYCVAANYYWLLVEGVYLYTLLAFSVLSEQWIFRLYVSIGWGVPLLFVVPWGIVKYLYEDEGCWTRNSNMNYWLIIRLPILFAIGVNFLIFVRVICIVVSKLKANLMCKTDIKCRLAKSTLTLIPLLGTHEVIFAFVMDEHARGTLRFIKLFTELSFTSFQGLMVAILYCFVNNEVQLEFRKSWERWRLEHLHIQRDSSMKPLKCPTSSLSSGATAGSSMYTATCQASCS
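Seeding at 200 cells/uL, 12 h culture, 24 hr compound treatment, then luciferase reagent and a luminescence read; cells are HEK293 stably expressing a constitutively active GLP-1R plus cAMP-responsive luciferase.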
DRD3 antagonist: blocks the human D3 dopamine receptor; D3R cells, DiscoveRx beta-arrestin luminescence, antagonist mode; stronger effect = lower value; max response, negative = inhibition, %; hit rate 2.5% among 360,000; AID 652054; in the data active means max response below about -50%; inconclusive means no clear call, values can overlap the other calls; further: on the % scale 0 is the no-effect control and ±100 the full control effect; mostly tested at two doses, the higher about 12 µM
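Cells plated overnight at 1500 cells/well, then exposed to library compounds with dopamine controls for 90 minutes at 37 degrees C. DiscoveRx reagent added for 30–60 minutes at room temperature; luminescence read, quantitative HTS format.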
TDP-43 yeast inh: TDP-43 toxicity inhibition in yeast; TDP-43 expressing yeast growth rescue, BacTiter-Glo, 24 h; AID 652104; Potency, µM (doses to about 46.1 µM), for the others: top-dose growth rescue (activation), hits mostly activators; hit rate 1.8% among 410,000; further: potency means the concentration at half of the fitted maximal effect; % of control where 0% means no effect; nearly all actives have a fitted effect of over 50% in size
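Yeast cells expressing TDP-43 under galactose induction are exposed to compounds for 24 hr at 30 deg C. BacTiter-Glo luminescence measures growth, so protective compounds score as activators.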
PTHR1 agonist: agonists of human PTHR1 parathyroid hormone receptor; Q03431; HEK293 GP2 PTHR1 cells, GloSensor cAMP luminescence, 1 h; Potency, µM (series often up to 115 µM), for inactives: at the top dose activation, hits mostly activators; hit rate 0.075% among 410,000; AID 743266; further: potency means the concentration at half of the fitted maximal effect; nearly all actives have a fitted effect of over 55% in size; some results filed as inactive show a strong effect at the top dose; inactives centre near -15; many of its hits are not listed in these tables
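HEK-293-derived GP2 cells expressing PTHR1 and a GloSensor cAMP reporter, 3,000/well, plated overnight, given luciferin plus IBMX (each 0.5 mM as added) for 1 h at 37 °C, then compound for 1 h at 37 °C. Luminescence was read after 15 min at room temperature.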
GLP1R cytotox: cytotoxicity in counter-screen for GLP-1R inverse agonists. HEK293 cAMP-luciferase reporter cells, luminescence, 24 h. Potency, µM (titrated, usually from 38.3 µM), for the others: top-dose activity change, negative = inhibition, hits mostly inhibitors. hit rate 0.13% among 410,000;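 further: loss of luciferase light is scored as toxicity; potency means the concentration at half of the fitted maximal effect; on the % scale 0 is the no-effect control and ±100 the full control effect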
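MLSMR compounds, 24 hr on cells at 37 deg C/5% CO2; luminescence after luciferase reagent (12 min RT). Inhibition counted as the undesired cytotoxic outcome.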
GLP1R ag: activates the human GLP-1 receptor; P43220; HEK293 GLP-1R CRE-luciferase, luminescence, 4-6 h; cells express a hypersensitive GLP-1R form; Potency, µM (series often up to 45.6 µM), inactives show at the highest dose activation, actives largely listed as activators; hit rate 0.007% among 380,000; AID 624172; further: potency means the concentration at half of the fitted maximal effect; % of control where 0% means no effect
An asterisk follows results filed as active; i = inactive; ? = inconclusive; . = no result given; [ ] = dose if it differs, or a comment. Unless noted, the call rests on the fitted dose curve; in most records, active means well fitted curve in the direction sought with a large enough effect; inconclusive means small, poorly fitted or top-dose-only effect, or another doubt; inactive means no such curve, though single readings can be large; an effect the other way counts as inactive or inconclusive. An excerpt (hit frequency here may not be typical).

SMILES	aSyn rescue	KB-V1 cytotox	DRD3 agonist	GLP-1R inv ag	DRD3 antagonist	TDP-43 yeast inh	PTHR1 agonist	GLP1R cytotox	GLP1R ag
COC(=O)C1=C(C)N(C)C(=O)NC1c1cccc2ccccc12 (stereo not drawn)	0%	-2%	2	-4%	8	17%	-12%	0%	-1%
CCn1c2ccccc2c2cc([N+](=O)[O-])ccc21	11%	?	2	?	-7	-23%	i	8%	27%
CCOc1ccccc1NC(=O)Cn1c(=O)n(Cc2ccc(OC)cc2)c(=O)c2oc3ccccc3c21	.	.	-4	14%	.	-2%	i	-1%	.
CCOc1ccc(NC(=O)CN(C)C(=O)c2cc([N+](=O)[O-])ccc2N2CCCCC2)cc1OCC	0%	-6%	-10	?	-17	7%	i	?	2%
COc1ccc(-c2cc(-c3ccc4c(c3)NC(=O)CO4)nc3c2COc2ccc(C)cc2-3)cc1	.	?	3	-1%	.	20%	-22%	-6%	0%
Cn1nc(-c2ccccc2)c(C#N)c1Sc1cccc(Cl)c1	-14%	-26%	-19	?	-23	9%	i	16%	4%
CC(=O)Nc1ccc(NC(=O)CSc2nnc3ccc(-c4cccnc4)nn23)cc1	0%	0%	6	4%	7	-8%	i	3%	6%
c1ccc(OCCN2CCOCC2)cc1	-4%	1%	-12	6%	-6	-3%	-19%	6%	4%
CC1(C(=O)NS(=O)(=O)c2ccccc2OC(F)(F)F)CCN1C(=O)c1ccco1 (stereo not drawn)	-4%	-6%	-6	3%	-60*	18%	-9%	4%	-4%
CN(CC(=O)Nc1ncn[nH]1)S(=O)(=O)c1ccc(Br)cc1	-3%	5%	-1	12%	2	20%	-1%	2%	-14%
Cc1nc2ccccc2c(=O)n1/N=C/c1ccccc1Cl	0%	-21%	6	47%[activator]	-14	-20%	i	19%	16%
Cn1cc(C(=O)Nc2ccc(F)c(Cl)c2)cn1	0%	?	0	12%	9	-1%	-4%	-17%	-1%
Cc1ccccc1Sc1ccc([N+](=O)[O-])cn1	14%	21%	-8	-8%	-17	?	-27%	7%	10%
O=C(/C=C/c1ccc2c(c1)OCO2)c1cccnc1	4%	7%	-5	18%	-12	25%	-92%[inhibitor]	-8%	-1%
O=c1oc(C2(O)CCCCC2)cc2ccc(/C=C/c3ccc(F)cc3)cc12	-19%	-3%	13	?	16	15%	-8%	-8%	9%
COc1ccc(CC(=O)OCn2nnc3ccccc3c2=O)cc1OC	0%	-3%	15	27%	18	0%	i	6%	23%
Cc1ccc(C(=O)Nc2ccccc2)cc1S(=O)(=O)Nc1ccc(Cl)cn1	-1%	-3%	4	-24%	3	-3%	i	5%	0%
C(=N\n1cnnc1)/c1cccc(OCCOc2ccccc2)c1	3%	3%	4	-9%	10	?	-33%[inhibitor]	4%	4%
COc1ccccc1N(C(=O)c1ccco1)C(C(=O)NC1CCCC1)c1cccs1 (stereo not drawn)	1%	?	10	9%	-12	-4%	i	2%	7%
Cc1nc(N)nc(Nc2ccc(C#N)cc2)c1Br	7%	-12%	-9	47%[activator]	-1	-9%	1%	2%	16%
COc1ccc(C2N=C(c3ccccc3)C(C)(C)N2O)cc1OC (stereo not drawn)	-7%	?	-5	1%	-17	-18%	-15%[57.5 µM]	?	14%
O=C(NCCS(=O)c1ccc(Cl)cc1)c1cccc(Cl)c1 (stereo not drawn)	4%	-8%	-10	10%	3	-13%[9.22 µM]	i	-11%	10%
CC(C)(C)CC(=O)Nc1nnc(CCc2ccccc2)s1	0%	0%	6	-11%	0	5%	-8%	5%	-5%
CCOC(=O)c1cc(-c2ccccc2)sc1NC(=O)COC(=O)c1ccc(Cl)c(S(N)(=O)=O)c1	-2%	-1%	-3	4%	10	-3%	-23%	5%	2%
COc1ccc(OC)c(NC(=O)N2c3ccccc3Sc3ccccc32)c1	.	-19%	-7	6%	.	-1%[9.22 µM]	?	0%	.

Part of the list above in order of formula weight, lowest first:
SMILES	aSyn rescue	KB-V1 cytotox	DRD3 agonist	GLP-1R inv ag	DRD3 antagonist	TDP-43 yeast inh	PTHR1 agonist	GLP1R cytotox	GLP1R ag
CCn1c2ccccc2c2cc([N+](=O)[O-])ccc21	11%	?	2	?	-7	-23%	i	8%	27%
Cc1ccccc1Sc1ccc([N+](=O)[O-])cn1	14%	21%	-8	-8%	-17	?	-27%	7%	10%
Cc1nc2ccccc2c(=O)n1/N=C/c1ccccc1Cl	0%	-21%	6	47%[activator]	-14	-20%	i	19%	16%
Cn1nc(-c2ccccc2)c(C#N)c1Sc1cccc(Cl)c1	-14%	-26%	-19	?	-23	9%	i	16%	4%
O=c1oc(C2(O)CCCCC2)cc2ccc(/C=C/c3ccc(F)cc3)cc12	-19%	-3%	13	?	16	15%	-8%	-8%	9%
CN(CC(=O)Nc1ncn[nH]1)S(=O)(=O)c1ccc(Br)cc1	-3%	5%	-1	12%	2	20%	-1%	2%	-14%
COc1ccc(OC)c(NC(=O)N2c3ccccc3Sc3ccccc32)c1	.	-19%	-7	6%	.	-1%[9.22 µM]	?	0%	.
Cc1ccc(C(=O)Nc2ccccc2)cc1S(=O)(=O)Nc1ccc(Cl)cn1	-1%	-3%	4	-24%	3	-3%	i	5%	0%
CC(=O)Nc1ccc(NC(=O)CSc2nnc3ccc(-c4cccnc4)nn23)cc1	0%	0%	6	4%	7	-8%	i	3%	6%
COc1ccccc1N(C(=O)c1ccco1)C(C(=O)NC1CCCC1)c1cccs1 (stereo not drawn)	1%	?	10	9%	-12	-4%	i	2%	7%
COc1ccc(-c2cc(-c3ccc4c(c3)NC(=O)CO4)nc3c2COc2ccc(C)cc2-3)cc1	.	?	3	-1%	.	20%	-22%	-6%	0%
CCOC(=O)c1cc(-c2ccccc2)sc1NC(=O)COC(=O)c1ccc(Cl)c(S(N)(=O)=O)c1	-2%	-1%	-3	4%	10	-3%	-23%	5%	2%

Carrying on:
SMILES	aSyn rescue	KB-V1 cytotox	DRD3 agonist	GLP-1R inv ag	DRD3 antagonist	TDP-43 yeast inh	PTHR1 agonist	GLP1R cytotox	GLP1R ag
Cc1cc(NC(=O)c2ccc3c(c2)OCO3)no1	-7%	-27%	-3	-14%	-14	-14%	i	8%	0%
CC(=O)N1CCc2cc(Br)cc(S(=O)(=O)NCC3CCCO3)c21 (stereo not drawn)	-2%	9%	-6	20%	-6	-11%	-7%[57.5 µM]	8%	-10%
C=CCN(CC=C)Cc1c(C)[nH]c2ccc(C(=O)OCC)cc2c1=O	-3%	4%	-7	7%	-13	-8%	-4%[57.5 µM]	2%	-8%
O=C(NC1CC(=O)N(c2ccccc2)C1)C1CC1 (stereo not drawn)	-4%	24%	7	4%	4	-12%	i	0%	8%
Cc1cccc(C2=NN(c3ccc(Br)cc3)[C@@H](C(=O)N3CCOC3=O)[C@@H]2c2ccc(F)cc2)c1	?	24%	-5	8.9µM*	0	3%	i	62%[activator]	-3%
CCCCNS(=O)(=O)c1cccc(NC(=O)[C@@H]2O[C@H](CO)[C@@H](O)[C@H]2O)c1	4%	-3%	1	6%	2	15%	i	0%	-3%
Cc1cc(NC(=O)CSc2nc(C(C)(C)C)nc3ccccc23)no1	5%	?	-9	?	-1	12%	i	0%	1%
CCOC(=O)CSc1nc(C)cc2c1C(=O)OC2	0%	4%	4	-30%	49	.	-24%	-7%	3%
Cc1ccccc1S(=O)(=O)Cc1ccc(C(=O)NC2CCCCCC2)o1	-2%	-21%	-5	?	-20	-10%	-45%[inhibitor]	-1%	7%
O=C1OC(N2CCN(C(=O)C3CCCO3)CC2)c2ccccc21 (stereo not drawn)	2%	7%	0	10%	9	-2%	i	5%	-7%
CCC(C(=O)OC)n1cnc2c(cnn2-c2ccc(F)cc2)c1=O (stereo not drawn)	.	7%	-7	7%	.	?	i	1%	.
CCc1cccc2c1NC(=O)C21OCCO1	0%	2%	-1	7%	7	10%	i	4%	-2%
C[n+]1ccc(C(=O)Nc2ccccc2Cl)cc1	0%	25%	0	5%	-4	13%	-5%	3%	1%
COc1cc([C@@H]2CC=C(C(=O)O)CN2S(=O)(=O)c2ccc(C)cc2)cc(OC)c1OC	-1%	-3%	3	5%	-10	19%	23%	-6%	0%
Cc1nc(SCC(=O)O)n[nH]1	11%	14%	1	10%	7	-13%	i	-3%	-2%
O=C(O)C1OC(Oc2cc3oc(-c4ccccc4)cc(=O)c3c(O)c2O)C(O)C(O)C1O (stereo not drawn)	0%	0%	32*	30%	23	-4%	-7%	-15%	1%
CCOc1ccc(CC(=O)Nc2nccs2)cc1OCC	-3%	-13%	-2	5%[0.307 µM]	-2	-1%	i	0%[0.307 µM]	0%
COC(=O)c1c(NC(=O)C2CC2)sc(C(=O)Nc2ccccc2)c1C	-13%	0%	3	-10%	19	13%	-4%	-7%	23%
c1ccc(Oc2c3ccccc3nc3ccccc23)cc1	-4%	?	-24	?	-18	0%	-35%[inhibitor]	-8%	?
Cc1ccc(C)c(NC(=O)CSc2nnc(-c3cc(C)[nH]n3)n2N)c1	-4%	5%	6	7%	1	-13%	i	1%	-2%
CC(C)Nc1ccc(-n2nc3ccccc3[n+]2[O-])cc1	0%	-2%	6	?	-1	0%	-27%	-1%	-2%
Cc1ccc(-c2nc3scc(CCNC(=O)c4cccc(Br)c4)n3n2)cc1	.	.	13	?	.	11µM*	-10%	0%	.
COC(=O)C1CC(=O)N(Cc2ccccc2)C1 (stereo not drawn)	0%	18%	3	2%	-4	2%	-25%	-5%	-4%
